High-throughput results deposited in PubChem by several laboratories.
LYP inhibition – inhibitors of LYP phosphatase, biochemical, fluorescence intensity, uHTS (AID 1779) | recombinant LYP phosphatase, fluorescence intensity; higher % means a stronger effect | one-dose inhibition, % at 11.5 µM; IC50 in µM for titrated hits | 0.054% of 290,000 active; in the data active = inhibition above about 50%;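 also: plate controls were vehicle with enzyme for no effect and no enzyme for full effect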
AID2073 – disruptors of CaV2.2 binding to Mint1 – biochemical, HTRF (AID 2073); 0.19% of 290,000 active; HTRF protein-protein interaction, Mint1-CaV2.2; higher % means a stronger effect; one-dose inhibition, % at 20 µM; IC50 in µM for titrated hits; in the data active = inhibition mostly above about 51%, no sharp cut-off; inconclusive = no clear call, values can overlap the other calls; inactive = mostly below about 53%; also: some results filed as inactive read as strong as hits
Siah-1 displacement – Siah-1 peptide-binding antagonists, primary screen, biochemical, fluorescence polarization, rhodamine-plectin, uHTS (AID 1817) | Siah-1 / rhodamine-plectin peptide fluorescence polarization; higher % means a stronger effect | displacement, % at 20 µM; hits with a dose series show IC50 in µM | 0.02% of 290,000 active;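 active = displacement of at least 50% at 20 µM, with a fluorescence ratio check between 0.3 and a set limit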;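 also: plate controls were Siah plus tracer with DMSO for no effect and tracer alone without Siah for full effect; strong numbers were not always called active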
Large T inhibition – TAg ATPase/helicase activity blockers – biochemical (AID 1903) | inhibition, % at 20 µM; hits with a dose series show IC50 in µM | SV40 large T antigen ATPase/helicase inhibition assay; higher % means a stronger effect | 0.39% of 310,000 active; in the data active = a potency from the dose series; inconclusive = inhibition mostly from about 32% at the one dose, without a potency; inactive = the rest, 99 in 100 with inhibition below about 32%; also: strong numbers were not always called active
MgcRacGAP inhibition – MgcRacGAP GTPase-activating activity inhibitors, confirmation, biochemical, ADP Hunter fluorescence | MgcRacGAP-stimulated Rac1 GTP hydrolysis, ADP Hunter fluorescence; higher % means a stronger effect; GST-tagged Rac1 F28L mutant substrate | inhibition, % at 30 µM; hits with a dose series show IC50 in µM | 0.6% of 340,000 active;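 active = first-screen hits whose inhibition reached a set limit at any dose in the follow-up dose series; inconclusive = inhibition above the set first-screen limit but never retested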;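 also: fluorescence reports GDP produced by GAP-driven GTP hydrolysis; strong numbers were not always called active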
RSV antiviral HEp-2 – inhibition of RSV-induced cytopathic effect – HEp-2 cells, primary 10 µM value included (AID 2391); 0.13% of 310,000 active; HEp-2 cells, RSV-induced CPE inhibition; higher % means a stronger effect; one-dose CPE inhibition, % at 10 µM; IC50 in µM for titrated hits; in the data active = a potency from the dose series; inconclusive = CPE inhibition mostly from about 23% at the one dose, without a potency; inactive = the rest, 99 in 100 with CPE inhibition below about 21%; also: strong numbers were not always called active
NS5 inhibitors – flavivirus cap methylation enzyme inhibition – biochemical, confirmation dose response, primary screen (AID 588689); Dengue-2 NS5 methyltransferase capping enzyme assay, biochemical; higher % means a stronger effect; 0.3% of 340,000 active; one-dose inhibition, % at 25 µM; IC50 in µM for titrated hits; in the data active = a potency from the dose series; inconclusive = inhibition above about 29% without an active follow-up result
XIAP antagonists – small molecules displacing peptide from XIAP – biochemical, IAP family, fluorescence polarization (AID 1018) | 0.007% of 200,000 active | XIAP BIR domain, fluorescence polarization peptide displacement; higher % means a stronger effect | displacement, % at 20 µM; hits with a dose series show IC50 in µM; in the data active = displacement above about 50%; also: a part of the inactive calls stands beside numbers as strong as those of hits
HIV peptide binding – cell-free HIV fusion peptide-binding blockers – biochemical, uHTS, fluorescence dequenching, primary screen (AID 1986) | cell-free peptide binding, fluorescence dequenching, 30 min; higher % means a stronger effect | 0.3% of 290,000 active | inhibition, % at 20 µM; hits with a dose series show IC50 in µM; in the data active = inhibition mostly above about 52%, no sharp cut-off; inactive = mostly below about 76%; also: some results filed as inactive read as strong as hits
NS5 inhibitors pilot replicate – second read-out of NS5 inhibitors, no call of its own (marks repeat the call); inhibition, %; measured here: pilot screen replicate inhibition
Active calls of the source: *; ? = inconclusive; · = not tested or not shown; & = joins results of further samples.

SMILES	LYP inhibition	AID2073	Siah-1 displacement	Large T inhibition	MgcRacGAP inhibition	RSV antiviral HEp-2	NS5 inhibitors	XIAP antagonists	HIV peptide binding	others
O=C(Cn1nnc(-c2ccccc2)n1)N1CCN(S(=O)(=O)c2ccc(Cl)cc2)CC1	-3%	-6%	2%	9%	3%	0.9%	-6%	-6.5%	-1.5%
O=C(Nc1ccccc1F)C1CCN(S(=O)(=O)c2cccnc2)CC1	-10%	-5%	-1%	5%	11%	0.4%	-3%	·	0.3%
Cc1ccc(C)c(CN2C(=O)c3ccccc3S(=O)(=O)c3ccc(C(=O)N4CCN(C)CC4)cc32)c1	-12%	4%	-7%	2%	1%	0.0%	-6%	·	-1.0%
COc1ccc(CNCCC(c2ccc(OC(C)C)cc2)C(C)C)cc1OC (stereo not drawn)	-5%	-7%	0%	1%	8%	-1.0%	-6%	-5.2%	-2.6%
O=C(O)CCn1c(=S)oc2ccccc21	0%	9%	-2%	11%	-1%	1.0%	2%	-14%	21%
C[C@H]1[C@H]2c3nc4ccccc4n3C[C@H]1ON2C1CCCCC1	-3%	7%	-3%	16%	4%	0.1%	-6%	·	0.8%
COc1ccc(CC(=O)NNC(=O)c2ccncc2)cc1	-5%	25%	11%	24%	-9%	-0.3%	-3%	1.0%	0.5%
O=C(CCN1C(=O)c2ccccc2C1=O)N1CCN(Cc2ccc(Cl)cc2Cl)CC1	-9%	-12%	3%	32%	1%	1.2%	-1%	2.3%	-0.4%
CC(=O)c1ccc(OCCCCOc2ccc(C(C)=O)cc2)cc1	-7%	18%	0%	-1%	4%	0.0%	·	·	-0.2%
CCOc1ccc2nc(N3CCC(C(=O)NC4CCCCC4)CC3)sc2c1	-12%	9%	4%	9%	-10%	-3.0%	-9%	·	-1.1%
Cc1c(C(=O)NC(c2ccccn2)C(F)(F)F)oc2c(F)cccc12 (stereo not drawn)	-8%	25%	-2%	10%	8%	4.9%	-6%	·	0.9%
CS(=O)(=O)Nc1cccc(C2=NN(C(=O)c3cccc([N+](=O)[O-])c3)C(c3cccs3)C2)c1 (stereo not drawn)	4%	-2%	-2%	4%	7%	?	5%	·	0.6%
NC(=S)N/N=C/c1ccccc1	-3%	-1%	-3%	13%	12%	3.4%	0%	-8.9%	5.9%
Cc1c(Cl)cccc1NC(=O)c1nc(C)n(-c2cc(OC(C)C)c(Cl)cc2Cl)n1	10%	3%	-6%	9%	9%	7.7%	-4%	1.0%	9.2%	NS5 inhibitors pilot replicate=-0.6
Cc1ccc([C@@H]2[C@@H]3C(=O)N(C)C(=O)[C@@H]3[C@]3(C)C(=O)N(CCO)CC(=O)N23)o1	-10%	6%	-1%	9%	4%	0.2%	-7%	·	1.2%
O=C(CN1C(=O)NC2(CCCC2)C1=O)NNC(=O)c1ccccc1	·	·	·	12%	2%	-2.2%	2%	·	·
CSCCC(C(=O)Nc1ccc2c(c1)OCO2)N1C(=O)c2ccccc2C1=O (stereo not drawn)	3%	-7%	1%	19%	1%	1.6%	-9%	-3.3%	-0.6%
O=C(CNC(=O)c1sc2ccccc2c1Cl)NC1CC1	-6%	-1%	-6%	6%	4%	1.6%	-4%	·	-1.3%
Cc1cnc(CN(C)C(=O)c2ccc3oc(Cc4ccc(Cl)cc4)nc3c2)[nH]1	-7%	44%	0%	32%	-3%	7.4%	1%	·	0.2%
O=C(CSc1ccc(-c2ccncc2)nn1)c1ccc(Cl)cc1	-7%	-32%	8%	6%	10%	3.8%	1%	-5.0%	0.1%
O=C(COC(=O)c1cccc(F)c1)Nc1cccnc1Cl	-9%	1%	3%	7%	4%	1.0%	1%	-7.2%	0.4%
Cc1ccc(/C=C/C(=O)N2CCN(S(=O)(=O)/C=C/c3ccccc3)CC2)o1	10%	0%	4%	14%	12%	0.9%	-9%	·	-1.8%
COc1ccc(C2/C(=C(/O)c3ccc(C)cc3)C(=O)C(=O)N2CCCN2CCOCC2)cc1 (stereo not drawn)	-4%	-4%	0%	11%	6%	0.1%	-3%	·	1.5%	NS5 inhibitors pilot replicate=-5.2
Cc1cc(C)n(C(=O)c2ccc(C)c(S(=O)(=O)N3CCCC3)c2)n1	-3%	-4%	-2%	12%	10%	1.1%	3%	-5.4%	0.2%
CN(CC(=O)Nc1ccc(Cl)c(C(F)(F)F)c1)Cc1cc(=O)n2ccsc2n1	-1%	6%	-3%	5%	3%	3.5%	-1%	-8.4%	-0.4%
O=C1c2ccccc2C(Nc2ccc(S(=O)(=O)N3CCOCC3)cc2)N1c1cccnc1 (stereo not drawn)	-9%	20%	1%	4%&16%	3%	1.8%	-6%	-1.2%	-3.4%
O=C(NC1CCCC1)c1cc(Cl)ccc1[N+](=O)[O-]	-1%	9%	5%	15%	3%	1.8%	-1%	-13%	1.6%
Cc1ccc([N+](=O)[O-])cc1NC(=O)Cc1cccs1	2%	24%	14%	2%	7%	0.6%	-2%	-5.7%	5.7%
COc1cccc(C2=CC(c3ccc(OC)c(OC)c3)NC(=S)N2)c1 (stereo not drawn)	3%	-5%	1%	10%	·	6.9%	·	·	0.2%
O=C(/C=C/c1ccc([N+](=O)[O-])cc1)NCc1cccs1	-4%	0%	-6%	-2%	7%	2.7%	-5%	-7.2%	-2.9%

A draw from above in order of formula weight, descending:
SMILES	LYP inhibition	AID2073	Siah-1 displacement	Large T inhibition	MgcRacGAP inhibition	RSV antiviral HEp-2	NS5 inhibitors	XIAP antagonists	HIV peptide binding	others
Cc1c(C(=O)NC(c2ccccn2)C(F)(F)F)oc2c(F)cccc12 (stereo not drawn)	-8%	25%	-2%	10%	8%	4.9%	-6%	·	0.9%
O=C(CSc1ccc(-c2ccncc2)nn1)c1ccc(Cl)cc1	-7%	-32%	8%	6%	10%	3.8%	1%	-5.0%	0.1%
O=C(COC(=O)c1cccc(F)c1)Nc1cccnc1Cl	-9%	1%	3%	7%	4%	1.0%	1%	-7.2%	0.4%

Next section
SMILES	LYP inhibition	AID2073	Siah-1 displacement	Large T inhibition	MgcRacGAP inhibition	RSV antiviral HEp-2	NS5 inhibitors	XIAP antagonists	HIV peptide binding	others
COc1ccc(C2N(C(=O)N3CCOCC3)CCN2S(=O)(=O)c2ccc(C)cc2)cc1 (stereo not drawn)	-9%	-1%	6%	4%	-8%	0.4%	-6%	-5.9%	-0.9%
Cc1ccc(NC(=O)Nc2ccccc2)cc1[N+](=O)[O-]	-7%	14%	4%	2%	7%	20%	-3%	0.3%	0.0%
COCCN(CC(=O)NCc1ccc(F)cc1)C(=O)CCC(=O)Nc1nccs1	-1%	24%	-2%	-2%	4%	1.1%	·	-9.8%	1.1%
CCOc1ccc(NC(=O)CSc2nnc(-c3cc(C)[nH]n3)n2N)cc1	-5%	-7%	-1%	3%	15%	2.4%	-10%	·	1.0%
Cc1ccc(NC(=O)Cn2nnc3ccccc3c2=O)cc1	-7%	-8%	2%	-7%	2%	5.3%	-8%	-7.6%	0.1%
CC1=CSC2=NC(=O)/C(=C\c3cccn3-c3ccc([N+](=O)[O-])cc3)C(=N)N12	-4%	12%	-10%	2%	11%	4.2%	-6%	-4.1%	0.3%
CC1(C)CC(N(Cc2ccccc2)C(=O)Cc2ccccc2)CCO1 (stereo not drawn)	-9%	-9%	6%	8%	5%	0.7%	-5%	-5.9%	-0.1%
COc1ccc2[nH]c(C(=O)N3CCN(Cc4ccccc4)CC3)cc2c1OC	-1%	16%	2%	21%	12%	5.6%	-6%	·	-2.0%
Cc1ccc(C(=O)N/C(=C\c2ccccc2)C(=O)OCc2ccccc2)cc1	4%	9%	2%	-1%	6%	5.8%	1%	-8.4%	-0.3%
O=C(COC(=O)c1ccccc1Nc1ccccc1F)c1ccccc1	-1%	?	19%	9%	-1%	5.0%	-2%	·	-0.8%
CN(C)c1ccc(NC(=O)N2CCOCC2)cc1	-6%	-37%	-4%	?	?	3.9%	-6%	-3.4%	-1.8%
Cc1ccc(NC(=O)Cn2cccc2)cc1C	-4%	28%	2%	3%	8%	-0.3%	-3%	-7.0%	2.8%
O=C(NCc1ccc2c(c1)OCO2)c1cccnc1Cl	-9%	?	-1%	7%	8%	1.1%	-5%	-4.5%	-2.2%
Cc1nn2c(NCc3ccccn3)cc(C(C)(C)C)nc2c1-c1ccccc1	2%	8%	-4%	15%	8%	14%	-9%	·	1.0%
O=C(Cc1c(F)c(F)c(F)c(F)c1F)OC12CC3CC(C1)C(=O)C(C3)C2	-6%	1%	-3%	6%	-1%	0.7%	6%	-3.5%	0.0%
O=C(c1cccnc1)N1CCN(c2ccccc2Cl)CC1	-4%	44%	1%	8%	·	1.7%	·	·	-0.2%
O=C(Cc1ccc(-n2c(=O)c3sccc3n(CC(=O)Nc3ccccc3)c2=O)cc1)NCc1ccco1	-1%	22%	3%	8%	12%	3.8%	-6%	0.3%	3.3%
Cc1cc(C)n(C(=O)c2ccc(S(=O)(=O)N3CCCC3)cc2)n1	-10%	3%	0%	2%	3%	1.1%	1%	-0.9%	3.5%
Nc1nonc1C(=O)NCCNc1ccc([N+](=O)[O-])cc1	-5%	3%	4%	16%	·	·	·	·	-0.4%
CCNc1nc(NC(C)(C)C)nc(N2CCCC2)n1	-1%	-7%	-3%	2%	6%	-1.3%	6%	-12%	-1.0%
CCCNC(=O)COC(=O)CCC(=O)c1cccs1	-6%	2%	6%	-1%	11%	0.0%	-2%	-4.1%	2.8%
COc1cc2c(cc1OC)C(C(=O)NCc1cccnc1)C(c1cccnc1)N(C)C2=O (stereo not drawn)	-8%	-2%	2%	0%	9%	0.4%	3%	-6.4%	-1.2%
CCOC(=O)Cc1nc2ccccc2o1	-7%	2%	11%	11%	·	2.3%	·	-1.9%	7.2%
COc1cccc2c3c(c(C)nc12)CC(C)O3 (stereo not drawn)	-1%	14%	-1%	4%	8%	0.3%	-5%	-2.9%	-0.2%
Cc1c(Cl)c(-c2n[nH]c(=S)n2-c2ccccc2)nn1C	-4%	8%	-1%	11%	-4%	1.6%	4%	-1.2%	-3.0%
COc1ccc(S(=O)(=O)Cc2ccc(C(=O)NC3CCCCCC3)o2)cc1	-5%	16%	-2%	13%	5%	2.1%	-6%	·	1.1%
Brc1ccc(-c2noc(COc3ccc4c(c3)CCC4)n2)o1	3%	-7%	1%	10%	-3%	2.3%	0%	0.9%	1.7%
O=c1cc(O)c(-c2ccccc2)c(Cl)[nH]1	-5%	-5%	0%	-2%	1%	1.7%	-1%	-1.8%	1.5%
Cn1c(CN2CCCCC2)nc2cc(NC(=O)c3ccccc3Cl)ccc21	4%	-13%	1%	14%	7%	0.2%	2%	-3.9%	-2.1%
CC(NC1CCN(Cc2ccccc2)CC1)c1ccc(F)cc1 (stereo not drawn)	-10%	10%	-9%	9%	5%	-1.5%	-3%	·	-1.4%	NS5 inhibitors pilot replicate=2.1
CC(C)(C)c1cc(NS(=O)(=O)c2cccs2)no1	-6%	16%	-2%	-2%	2%	0.3%	4%	·	-0.2%
COc1cc(/C=N\NC(=O)C(C)(C)O)ccc1OC/C=C/c1ccccc1	-6%	-1%	10%	17%	8%	6.9%	-1%	·	-0.3%
